Source: PubChem (several laboratories)
VHR inh abs: inhibitors of human VHR1 phosphatase (DUSP3) | hit rate 0.52% among 290,000 | recombinant VHR phosphatase, pNPP absorbance | inhibition, % at 13.3 µM; in the data active means inhibition above about 50%; further: some compounds called inactive have numbers as strong as hits
Y pestis TopoI: inhibitors of Yersinia pestis topoisomerase I; hit rate 0.064% among 360,000; Y. pestis Topo-I cleavage product accumulation, plate reader; activity, % at 10 µM; in the data active means activity above about 50%, passing the limit was not always enough; inconclusive means no clear call, values can overlap the other calls; further: inactives centre near 2
CCHFV vOTU inh: CCHFV vOTU protease inhibition; Pep-AMC fluorescence; inhibition, % at 11.5 µM; hit rate 0.55% among 370,000; in the data active means inhibition above about 30%; further: 0% = vehicle wells with enzyme and 100% = no enzyme wells
SSB-PriA inh: blocks PriA binding to SSB C-terminal tail. AlphaScreen SSBct-PriA binding, biotinylated peptide. inhibition, % at 33 µM. hit rate 0.6% among 430,000. AID 1272365; in the data active means inhibition mostly above about 37%, no sharp cut-off; inactive means mostly below about 20%;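 further: plate controls were negative control peptide for no effect and reference peptide for full effect; strong numbers were not always called active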
PfHsp40 yeast: restores yeast growth despite PfHsp40 toxicity; S. cerevisiae expressing PfHsp40, growth rescue, ATP luminescence; growth rescue, % at 12.5 µM; hit rate 0.68% among 340,000; in the data active means growth rescue above about 28%, passing the limit was not always enough; inconclusive means no clear call, values can overlap the other calls;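 further: yeast W303a lacking pdr1 and pdr3 grown in galactose medium; growth measured after three days at 30 °C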
BH1578 lux ind: induces V. cholerae light production without autoinducers; V. cholerae BH1578 lux reporter, luminescence, 6 h; activation, % at 18.7 µM; hit rate 0.16% among 350,000; AID 588436; in the data active means activation mostly above about 9.7%, no sharp cut-off; inconclusive means no clear call, values can overlap the other calls; inactive means mostly below about 3.7%; further: not every result past the cut was called active; inactives centre near 0; reference of the scale not given here
SARS 3CLpro inh: SARS-CoV 3CLpro protease inhibition; AID 1706; recombinant SARS-CoV 3CLpro, quenched FRET peptide cleavage; hit rate 0.14% among 290,000; inhibition, % at 6 µM; in the data active means inhibition above about 12%
Anthrax LF inh2: blocks Bacillus anthracis lethal factor protease; P15917; multiplex microsphere protease cleavage assay, LF; inhibition, % at 10 µM; hit rate 0.12% among 360,000; AID 588501; further: plate controls were buffer without enzyme for full effect and enzyme alone for no effect
BoNT A protease: blocks Botulinum neurotoxin A light chain protease; hit rate 0.17% among 360,000; inhibition, % at 10 µM; multiplex microsphere protease substrate cleavage, flow cytometry; further: plate controls were buffer without enzyme for full effect and enzyme alone for no effect
TcdB inh: TcdB glycohydrolase inhibition. inhibition, % at 9.99 µM. hit rate 0.24% among 350,000. TcdB glycohydrolase enzymatic assay, plate reader; in the data active means inhibition above about 10%
Starred values were filed as active, the others as inactive; i = inactive; ? = inconclusive; . = no result given; & = joins results of further samples. Unless noted, no stated cut-off is given here; in the data, active means inhibition above about 30%; inconclusive means no clear call, values can overlap the other calls; inactive means below that. Only part of the results is shown; the hit share may differ from the screen's.

SMILES	VHR inh abs	Y pestis TopoI	CCHFV vOTU inh	SSB-PriA inh	PfHsp40 yeast	BH1578 lux ind	SARS 3CLpro inh	Anthrax LF inh2	BoNT A protease	TcdB inh
COc1ccc(C2CC(c3cccc(Cl)c3)n3nc(N)nc3N2)cc1 (stereo unspecified)	10.8	-5.4	-10.4	3.8	-1.4	i	-0.2	-3.6	0.9	0.1
COC(=O)c1ccc(-c2noc(CN(Cc3ccncc3)CC3CCCO3)n2)cc1 (stereo unspecified)	-4.8	13.0	12.9	-16.3	.	-0.4	0.6	0.1	-0.4	-0.4
COCC1CCN(c2nc3nonc3nc2N2CCSCC2)C1 (stereo unspecified)	25.2	3.9	3.3	-17.6	0.9	i	-1.8	-1.1	0.4	1.0
O=C(COC(=O)c1ccc(S(=O)(=O)C(F)F)cc1)Nc1cccnc1Cl	.	0.5	-0.3	-17.5	-0.5	-0.7	.	-6.5	-7.2	0.0
CCC(C)c1ccc(NC(=O)N2CCOCC2)cc1 (stereo unspecified)	2.3	-15.8	-2.3	-9.1	-1.1	-0.5	-0.3	1.6	-2.5	-0.2
COc1ccc(S(=O)(=O)N(CC(=O)N2CCOCC2)Cc2ccccc2)cc1C	-17.1	-0.5	4.5	-13.7	1.6	-1.9	1.4	-1.0	-0.3	.
CCCNC(=O)CCc1c(C)nc2c(c(C)nn2-c2ccc(C)cc2)c1C	-9.3	3.1	8.2	-5.6	1.1	-0.6	3.8	-9.8	-1.8	-0.2
Cn1cccc1C(=O)NCc1ccc(Cl)cc1	5.1	-0.2	6.2	-3.4	-0.1	0.1	-0.1	-2.4	-1.6	0.1
CCCS(=O)(=O)N1CCN(Cc2ccccc2[N+](=O)[O-])CC1	13.8	4.9	1.1	4.9	-0.5	-0.3	1.5	-2.2	0.4	1.2
Cc1ccc(-n2c(SCC(=O)NCc3ccco3)nc3c(sc4ccccc43)c2=O)cc1	-8.5	28.7	12.8	-9.7	-1.5	-0.1	3.6	-1.7	0.4	3.0
CCn1c(SCc2nc(-c3ccc(Cl)cc3)no2)nnc1-c1ccco1	23.5	30.1	7.1	1.5	0.8	i	-0.2	-0.1	-0.2	.
O=C(CSc1nnc(COc2cccc3ccccc23)o1)N1c2ccccc2CCc2ccccc21	7.2	27.1	0.5	-0.1	2.0	i	5.9	-2.0	-0.1	.

Single records, from the list above. Screens in order: VHR inh abs	Y pestis TopoI	CCHFV vOTU inh	SSB-PriA inh	PfHsp40 yeast	BH1578 lux ind	SARS 3CLpro inh	Anthrax LF inh2	BoNT A protease	TcdB inh
COC(=O)c1ccc(-c2noc(CN(Cc3ccncc3)CC3CCCO3)n2)cc1 (stereo unspecified) in the list: -4.8	13.0	12.9	-16.3	.	-0.4	0.6	0.1	-0.4	-0.4
COc1ccc(S(=O)(=O)N(CC(=O)N2CCOCC2)Cc2ccccc2)cc1C in the list: -17.1	-0.5	4.5	-13.7	1.6	-1.9	1.4	-1.0	-0.3	.
Cc1ccc(-n2c(SCC(=O)NCc3ccco3)nc3c(sc4ccccc43)c2=O)cc1 in the list: -8.5	28.7	12.8	-9.7	-1.5	-0.1	3.6	-1.7	0.4	3.0

(more compounds)
SMILES	VHR inh abs	Y pestis TopoI	CCHFV vOTU inh	SSB-PriA inh	PfHsp40 yeast	BH1578 lux ind	SARS 3CLpro inh	Anthrax LF inh2	BoNT A protease	TcdB inh
O=C(NCc1cccs1)C1CCC(=O)N(Cc2cccc(C(F)(F)F)c2)C1 (stereo unspecified)	11.0	3.1	16.0	-13.1	0.4	i	-2.5	-22.1	-72.0	0.4
O=C(CSCc1ccc(Br)cc1)Nc1ccc(S(=O)(=O)N2CCCCCC2)cc1	3.2	29.1	7.8	-11.2	4.3	-6.9	9.4	-0.5	0.1	.
O=C(Nc1ccc(Cl)cn1)C1CCN(S(=O)(=O)c2cccs2)CC1	9.3	-4.3	-4.9	-5.8	-0.2	0.1	0.0	-1.6	1.6	0.3
Cc1nc(C(=O)NNC(=O)c2ccccc2Cl)c(C(F)(F)F)o1	13.1	2.0	-0.1	0.9	-0.2	1.9	0.4	13.8	0.9	1.3
COc1ccc(CC(=O)Nc2cccc(-c3nnc(-c4ccc(C)cc4)o3)c2)cc1OC	-31.6	-7.7	3.5	6.0	-0.5	-0.4	5.1	-8.2	-0.6	0.9&1.0
Cc1cc(C)nc(SCc2ccc(C(=O)N/N=C/c3ccccc3C(=O)O)cc2)n1	18.4	8.8	-13.0	.	0.3	-0.3	1.8	3.8	-0.3	0.2
Cc1cc(NC(=O)c2cc(CC(C)C)on2)n(-c2ccccc2)n1	24.9	2.3	6.7	-1.2	-0.9	-0.3	-1.5	-1.0	1.7	-0.1
CC(C)CNC(=O)CN1C(=O)NC2(CCCc3ccccc32)C1=O (stereo unspecified)	17.0	-2.9	6.6	-1.6	-0.5	-0.4	-2.1	0.6	0.7	-0.9
CCOC(=O)c1c(C)[nH]c(C(=O)CN2CCOCC2)c1C	-9.6	2.4	5.4	-22.1	0.4	i	-0.6	-1.7	0.3	.
CC(C)CN1CCN=C1N(C)C	.	-4.9	-0.2	-2.3	-1.3	i	.	-4.7	0.1	1.8
FC(F)(F)C(Oc1nc(NC2CCCCC2)nc(N2CCOCC2)n1)C(F)(F)F	14.3	1.3	7.5	-1.3	0.7	4.3	-1.8	-0.2	-0.4	.
O=C1C2C3C=CC(C3)C2C(=O)N1Cc1ccccc1 (stereo unspecified)	-11.0	8.7	-19.0	-15.3	0.9	-0.3	-2.1	2.6	0.2	.
CC(C)(C)C(=O)Nc1nnc(SCC(=O)Nc2ccc3c(c2)OCO3)s1	4.0	-0.4	-16.4	-2.6	0.9	i	1.4	1.7	-0.4	.
O=C(Cn1nc(-c2ccco2)ccc1=O)Nc1cc(Cl)ccc1Cl	-12.9	4.3	-10.0	2.7	-0.2	-0.4	11.0	-3.9	0.1	0.8
CCOC(=O)c1[nH]c2ccc(C)cc2c1N=C(C)N(C)C	1.2	1.0	-6.7	-14.2	-0.2	.	1.0	1.3	1.0	.
N#Cc1c(N)n(CCNC(=O)c2ccccc2)c2nc3ccccc3nc12	-8.4	-0.2	-212.6	-14.5	-0.9	-0.2	1.8	0.2	0.8	0.7
Cc1nn(CC(=O)Nc2ccc3c(c2)nc(CN2CCCC2)n3C)c(=O)c2ccccc12	9.9	17.5	5.8	0.3	?	-0.5	-7.0	-3.8	-1.0	0.0
COC(=O)C1CCCN1C(=O)C12CC3CC(CC(C3)C1)C2 (stereo unspecified)	8.6	0.7	13.0	9.2	-0.7	-0.2	-7.0	-5.4	-3.3	0.5
O=C(CSC1CC(=O)N(CC(c2ccccc2)c2ccccc2)C1=O)Nc1ccc(Cl)cc1 (stereo unspecified)	19.2	-3.3	11.1	-1.0	-1.1	i	2.4	-9.1	-0.2	.
CCCc1cc(C(=O)N(C2CCCCC2)C2CCCCC2)no1	17.0	48.3	9.0	-28.7	-1.6	-0.6	-1.7	-3.4	-0.1	0.9
CC(=O)c1ccc(NC(=O)C(C)N2CCN(C/C=C/c3ccccc3)CC2)cc1 (stereo unspecified)	20.4	11.2	1.5	9.0	0.7	i	-2.6	-5.7	0.6	2.3
O=C(NCCc1ccc(Cl)cc1)c1cccnc1	45.9	-2.2	-12.6	-4.0	0.3	-7.1	-6.9	4.9	-1.3	.
C[C@@H]1CN([C@H](C)CO)S(=O)(=O)c2ccc(C#C[C@@H](C)O)cc2O[C@@H]1CN(C)Cc1ccc(-c2ccccc2)cc1	.	2.4	6.0	.	.	-0.5	.	-2.8	-0.2	0.9&-0.5&-1.8
CC(C)(C)OC(=O)NN1CC(=O)N2[C@@H](Cc3c([nH]c4ccccc34)C2(C)C)C1=O	19.7	-12.3	6.1	1.2	-1.9	i	2.9	1.2	-0.7	-0.8
Cc1cc(OCCN2CCC(Cc3ccccc3)CC2)ccc1[N+](=O)[O-]	-12.0	4.1	0.6	-7.4	1.4	-0.9	-4.0	-6.3	-1.2	1.8
O=C(NCc1ccco1)c1cccs1	13.4	-3.8	1.1	4.2	-1.1	-1.2	-2.5	-0.5	0.1	.
CCC1CCCCN1C(=O)C(=O)c1cn(CC(=O)N(CC)CC)c2ccccc12 (stereo unspecified)	7.4	2.7	-1.4	-14.3	-0.6	i	-2.0	1.2	2.9	1.0
O=C(O)CC/C(=N\Nc1ccc(Cl)cc1)c1cccs1	13.0	-6.9	-2.2	.	2.3	i	-1.7	-16.9	1.0	-0.5
Cc1ccc(S(=O)(=O)Oc2ccccc2)cc1	.	1.5	-3.6	-30.3	0.3	.	.	-8.8	-0.4	0.7
Cc1cc(C)nc(NS(=O)(=O)c2ccc(NC(=O)CCC(=O)O)cc2)n1	.	-4.6	2.6	-21.3	0.4	-0.6	.	9.0	-1.3	-1.8
Cn1c(Oc2ccccc2NCc2cc(Br)ccc2O)cc(=O)n(C)c1=O	-9.6	-13.0	2.1	5.0	0.1	-0.6	-0.4	5.4	-0.1	.
O=C(Nc1cccc2c1CCCC2)c1ccco1	-9.8	-7.1	.	-7.2	0.1	-0.9	1.6	-4.5	9.6	1.0
COc1cccc(C(c2c(C)[nH]n(-c3ccccc3)c2=O)c2c(C)[nH]n(-c3ccccc3)c2=O)c1O	.	2.1	98.8*	9.0	0.4	-0.2	.	-14.1	-5.7	-1.1
CCOc1cc(N2CCOCC2)c(OCC)cc1NC(=O)c1ccc(-n2ccnc2)c([N+](=O)[O-])c1	1.4	12.8	11.5	7.2	-0.3	-0.2	-5.3	-8.8	-2.9	0.5
Cc1ccc(N2C(=O)N(CC(=O)N3c4ccccc4CC3C)C(=O)C2C)cc1 (stereo unspecified)	.	4.9	-2.9	-7.0	-0.4	i	.	-2.4	0.3	1.4
Cc1cc(C)c(S(=O)(=O)N2CCN=C2c2ccccc2)cc1C	27.3	-7.7	4.8	1.9	-0.5	-1.0	-0.9	-2.4	-1.0	.
Cc1ccc(S(=O)(=O)NC(=O)NCC2CCN(S(=O)(=O)c3ccccc3)CC2)cc1	-16.2	2.7	-13.8	-3.7	-0.2	-0.5	-0.3	-1.3	1.3	-0.4
Cc1ccc(C(=O)Nc2ccccc2C(=O)NC(CC(=O)O)C(=O)O)cc1 (stereo unspecified)	25.0	-8.1	-5.0	-24.9	-0.6	i	2.5	3.1	0.6	.
COc1ccc(S(=O)(=O)N2CCOCC2)cc1C(=O)Nc1nc2ccccc2s1	-3.9	-12.5	0.0	-20.1	3.3	0.1	-4.4	-1.4	-0.6	.
Cc1n[nH]c(C)c1S(=O)(=O)N(CC(=O)Nc1ccc2c(c1)OCCO2)c1ccc(C(C)C)cc1	4.6	2.0	-0.1	12.4	0.6	4.0	-0.3	-12.1	-0.5	0.4
CCN(CC(=O)Nc1ccc(NC(C)=O)cc1)C(=O)Cc1ccc(S(=O)(=O)N2CCOCC2)s1	.	-3.0	-6.0	-11.2	1.0	i	.	-1.9	-0.4	0.3
C=CCSc1nc(N)c(C#N)c(-c2ccc(C)cc2)c1C#N	13.1	-2.4	5.4	7.2	2.0	-0.8	3.2	-8.0	-0.3	.
COc1ccc(NC(=O)CSc2nc(N)c(C(=O)Nc3ccc(N(C)C)cc3)s2)cc1	10.5	-6.6	.	32.9	0.0	-0.4	-1.8	-4.2	-0.1	.
O=C(NCC1CCCCC1)c1ccc2nc([C@@H]3O[C@H](CO)[C@H](O)[C@H](O)[C@H]3O)[nH]c2c1	.	-7.7	-6.9	.	.	-0.3	.	-5.7	-0.6	-0.3
Cc1cc(C)cc(OCC(=O)OCC(=O)N2CCc3ccccc32)c1	.	-3.9	2.7	-6.6	2.4	-1.4	.	-5.3	-2.8	0.8
COc1cc(OC)cc(C(=O)NCC(=O)OCC(=O)C(C)(C)C)c1	1.9	-6.1	1.0	-1.9	-0.3	-0.4	-1.9	1.5	-0.1	0.2
COc1cc(/C=C2/C(=O)N(c3ccc(C(=O)O)cc3)N=C2C)cc(OC)c1O	45.1	-5.1	67.2*	-2.5	-0.7	i	-4.0	-11.3	-0.6	-18.1
Cc1nn(Cc2ccccc2)c(C)c1/C=N/NC(=O)CNc1cccc(C(F)(F)F)c1	2.6	11.9	22.7	.	-1.3	i	1.0	-1.7	-0.2	1.3
